# Source: PubChem (University of Glasgow)
# HCT116 survival – survival after telomere uncapping, modulators, primary screen, cell-based (AID 1259312) | HCT116 + Ad-hTR-mut, survival, MTT, 5 d; active compounds read high | fold change at 10 µM | actives 4.5% (n = 4,500);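 active = cell survival measured by absorbance rises more than 2.5-fold over infected cells without compound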;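 also: virus expresses mutant telomerase RNA that uncaps telomeres and kills cells; compound added 2 days after infection so exposure lasts 3 days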
# * = called active by the depositor; i = inactive; + = active, no number; & = joins results of further samples. Only part of the results is shown (hit frequency here may not be typical).
SMILES,HCT116 survival
CN(C)CCOC(c1ccccc1)c1ccccc1,-1.22
CCCC(=O)O[C@]1(C(=O)CO)CC[C@H]2[C@@H]3CCC4=CC(=O)CC[C@]4(C)[C@H]3[C@@H](O)C[C@@]21C,1.17
C(=Nc1ccc(N2CCOCC2)cc1)c1ccc(Sc2nc3ccccc3[nH]2)o1,-1.12
CCOC(=O)C1=C(N)OC2=C(C(=O)CC(C)(C)C2)C1c1cc(Br)c(CC)s1 (stereo unspecified),-1.22
CC1CCCCN1C(=O)c1cccs1 (stereo unspecified),-1.19
Cn1c2c(c(=O)[nH]c1=O)C(c1ccccc1)C1=C(N2)c2ccccc2C1=O (stereo unspecified),-6.31
Nc1nc(SC(c2ccccc2)c2ccc(Cl)cc2)ns1 (stereo unspecified),-1.47
O=C(O)CCCn1c(=O)n(CCCC(=O)O)c2ccccc21,3.81*
Brc1cccc(CSc2nnnn2-c2cccc3ccccc23)c1,1.08
Fc1ccc(-c2nnc(-c3ccc(Cl)cc3Cl)o2)cc1,-1.82
Cn1c(COc2ccccc2)nn(CN2CCC3(CC2)OCCO3)c1=S,-1.41
CN1CCN(Cc2cc(Cl)c3cccnc3c2O)CC1,3.37*
CCS(=O)(=O)Nc1ccc(Cl)cn1,-1.43
CCn1c(=O)n(CC)c2cc(S(=O)(=O)NC3CCCCC3)ccc21,1.22
N=C1S/C(=C/c2cn(-c3ccccc3)nc2C23CC4CC(CC(C4)C2)C3)C(=O)N1c1nonc1N,-1.35
C=CCn1c(-c2ccc(Cl)cc2Cl)n[nH]c1=S,1.34
CC1(C)CC(=O)C(C(C2=C(O)CC(C)(C)CC2=O)c2cccs2)C(=O)C1 (stereo unspecified),-1.22
Cc1ccc(-c2cn3cccc(C)c3n2)cc1,-1.89
CC(Sc1nc2cc(C(F)(F)F)ccc2n1C1CC1)C(=O)c1ccc2c(c1)CCC2 (stereo unspecified),-1.55
NNC(=O)C1CCCN1S(=O)(=O)c1ccc2ccccc2c1 (stereo unspecified),1.19
O=c1ccc2cc(S(=O)(=O)N3CCCN(S(=O)(=O)c4ccc5oc(=O)ccc5c4)CC3)ccc2o1,-2.09
COC(=O)c1c(C)nc(C)c(C(=O)OC)c1-c1cccs1,-2.13
O=C(O)c1csc2c1CCCC2,2.51*
O=C(O)c1cn(C2CC2)c2cc(N3CCNCC3)c(F)cc2c1=O,-1.05
O=C(CCl)c1ccc2[nH]c(=O)oc2c1,-1.1
Fc1ccc([C@@H]2Nc3c(F)cccc3[C@@H]3C=CC[C@@H]32)cc1,-2.21
CC(=O)OCC(=O)[C@H]1CC[C@H]2[C@@H]3CCC4=CC(=O)CC[C@]4(C)[C@H]3CC[C@]12C,-1.21
CC(C)N1CC=C2[C@H](C1)[C@@H](c1ccc(F)c(F)c1)C(C#N)=C(N)C2(C#N)C#N,-1.12
O=C(CSc1nc(-c2ccc(Cl)cc2)cn1C12CC3CC(CC(C3)C1)C2)c1ccc2c(c1)OCCO2,-1.31
O=C1NC(=O)/C(=C\c2ccc(Cl)s2)S1,-1.14
O=C(O)COc1ccc(Br)cc1/C=C1/NC(=O)NC1=O,1.24
O=C1CCCN1c1ccc(S(=O)(=O)Nc2ccc3oc4c(c3c2)CCCC4)cc1,1.03
Cn1cc([N+](=O)[O-])c(C(=O)n2cccn2)n1,-1.36
CCOc1ccc2nc(SCc3nc4ccccc4[nH]3)sc2c1,-2.56
Cc1cc(Cc2cc(C(C)(C)C)c(O)c(C(C)(C)C)c2)c(O)c(C(C)(C)C)c1,-1.27
N=C1SCC(=O)N1c1nccs1,1.78
N#Cc1c(/N=C/c2ccccc2F)sc2c1CCCC2,-1.52
O=C(Nc1sc2c(c1C(=O)N1CCCCC1)CCCC2)c1cccs1,-4
COc1cc(-c2n[nH]c(=S)n2-c2ccc3c(c2)OCO3)cc(OC)c1OC,-1.64
COc1ccc(OC)c(NS(=O)(=O)c2cc(Cl)ccc2Cl)c1,1.1
CCOC(=O)/C(C#N)=C\c1cc([N+](=O)[O-])c(C)s1,1
Nc1cc[n+](Cc2ccccc2)cc1,-1.26
COc1ccc([C@H]2C(C#N)=C(N)C(C#N)(C#N)C3=CCC(C(C)(C)C)C[C@@H]32)cc1OC(C)C (stereo partly specified),1.35
CC1=CN2C3=C(C(=O)CCC3)C3(OC2C=C1)C(=O)c1ccccc1C3=O (stereo unspecified),1.59
Cc1cc(=O)[nH]c(SCc2nc3ccccc3n2C)n1,i
O=C1CCN(c2ccccc2)N1,-1.65
NNC(=O)c1ccc(CSc2nc3ccccc3s2)o1,-3.3
O=C1c2cc(I)ccc2-c2ccc(I)cc21,-1.45
CCCc1nnc(N)s1,1.14
O=C1NCCN1C(=O)NC1CCCCC1,-1.23
C/C(Cn1nnc([N+](=O)[O-])n1)=N\NC(=O)c1c[nH]c2ccccc12,-4.86
Cc1sc(-c2c(C#N)c(N)nc3c2CCCC3)cc1Br,-1.38
COc1cc([N+](=O)[O-])c(OC)cc1Br,1.19
CC(=O)N1CCc2cc(S(=O)(=O)N3CCc4ccccc43)ccc21,-1.21
Cc1ccc(CSc2nnc(N)s2)cc1,-1.31
O=C(O)CCn1cnnn1,-1.36
Cc1ccnc(SC2CC(=O)N(c3ccc4ccccc4c3)C2=O)n1 (stereo unspecified),-1.04
CC(C)(C)OC(=O)N[C@@H](Cc1cnc[nH]1)C(=O)O,-1.15
O=[N+]([O-])c1ccc(Oc2ccc(F)cc2)c(C(F)(F)F)c1,1.03
COc1ccc2c(c1)C(C#N)Cc1cc([N+](=O)[O-])ccc1-2 (stereo unspecified),-1.05
# Carrying on:
SMILES,HCT116 survival
O=C1NC(=O)/C(=C/c2ccc3cccnc3c2)S1,-1.7
O=C(O)c1nn(C23CC4CC(CC(C4)C2)C3)cc1[N+](=O)[O-],-1.26
C=CCn1c(=S)[nH]c2ccccc2c1=O,-1.28&1.3
CSC(=Nc1ccc(C)c(C)c1)NC#N,3.26*
COc1ccc2c(c1)n(CO)c(=O)n2CO,1.59
O=C1CCC(=O)N1c1ccc(F)cc1,-1.12
CC1(C)S[C@@H]2[C@H](NC(=O)C(N)c3ccccc3)C(=O)N2[C@H]1C(=O)O (stereo partly specified),-1.07
O=S(=O)(c1ccc(-c2cn3cc(Cl)ccc3n2)cc1)N1CCOCC1,-2.39
OC[C@H]1O[C@@H](O[C@@H]2[C@@H](CO)O[C@](O)(CO)[C@H]2O)[C@H](O)[C@@H](O)[C@H]1O,1.55
O=C(CN1C(=O)c2cccc3cccc1c23)Nc1ccc2c(c1)OCO2,-1.2
Cc1cc(C)c2nc(C)c(=O)[nH]c2c1,1.09
N#C[C@@H]1C[C@@](C#N)(C(=O)c2ccccc2)[C@H]2C=Cc3ccccc3N12,-1.77
O=C(NCCN1CCOCC1)c1ncn[nH]1,-1.15
Nc1nnc(SCc2ccc(OC(F)(F)C(F)F)cc2)s1,-1.06
O=C(Nc1ccc(F)cc1)Nc1cccnc1Cl,-1.28
Clc1ccc(Cl)c(N=Cc2cccs2)c1,1.38
S=c1n(C2c3ccccc3Oc3ccccc32)nc(-c2ccccc2)n1-c1ccccc1,-2.4
O=C(O)c1ccc(Br)s1,1.65
CC1CCc2cc(F)cc3c(=O)c(C(=O)O)cn1c23 (stereo unspecified),1.44
O=C1c2ccc([N+](=O)[O-])cc2C(=O)N1CNc1ccc2c(c1)oc1ccccc12,2.96*
Cc1cc(O)c(C(C)C)cc1C1(c2cc(C(C)C)c(O)cc2C)OC(=O)c2ccccc21,2.23
Cc1cc(N=CNc2ccc(Br)c(C)c2)ccc1Br,1.07
Cc1ccc2c(c1)c1c3c(nccn32)CCC1,-3.9
CC(C)N1CC(C(=O)O)CC1=O (stereo unspecified),-1.09
O=C(N=Nc1c(O)[nH]c2ccccc12)c1ccc([N+](=O)[O-])o1,i
O=c1[nH]cnc2nn(-c3ccccc3)nc12,i
Oc1ccccc1-c1nc(-c2ccccc2)cc(-c2ccccc2)n1,i
O=C(Nc1ccc(Cl)cn1)C1CCCN1S(=O)(=O)c1cccc2ccccc12 (stereo unspecified),-5.58
Cc1cn(-c2ccc(Br)cc2)[nH]c1=O,-2.84
CC(C)(C)c1cc(Cc2cc(C(C)(C)C)cc(C(C)(C)C)c2O)c(O)c(C(C)(C)C)c1,-3.76
Cc1cc(C)nc(Sc2ccc3nsnc3c2[N+](=O)[O-])n1,2.01
O=c1[nH]c(=O)n(C(c2ccccc2)c2ccccc2)cc1Br,-1.28
COc1ccc(S(=O)(=O)NCc2ccccn2)cc1,-1.31
CCN(CC)c1ccc(C2NN=C(c3ccc(C)cc3)S2)cc1 (stereo unspecified),-1.12
O=S(=O)(Cc1ccccc1)Nc1ccc(Br)cn1,-1.04
CCn1cc(C(=O)O)c(=O)c2cc3c(cc21)OCO3,-1.54
CNC(=O)c1c(NC(=O)c2cccs2)sc2c1CCCC2,1.45
Cn1nc(C(=O)NC2CCCCC2)c2ccccc2c1=O,-1.71
COc1ccc2c(c1OC)C(Cc1ccccc1)N1CCc3cc4c(cc3C1=C2)OCO4 (stereo unspecified),-4.19
Cc1nnc(SCC(=O)Nc2sc3c(c2C#N)CCC3)s1,-1.54
O=S(=O)(c1ccc2oc3ccccc3c2c1)N1CCCc2ccccc21,-1.28
CCc1cc(Cc2cc(C(C)(C)C)c(O)c(C(C)(C)C)c2)c(O)c(Cc2cc(C(C)(C)C)c(O)c(C(C)(C)C)c2)c1,-2.89
Cc1cc(NS(=O)(=O)c2ccc(Br)cc2)no1,-1.06
Nc1nnc(SCc2ccccc2Br)s1,-2.28
COc1ccc(NS(=O)(=O)c2ccc(N=Cc3cc(Br)cc(Br)c3O)cc2)nn1,i
C=CCn1c(SC)nnc1-c1ccc(OC)c(OC)c1,-1.29
O=c1c(O)c(-c2ccc(O)cc2)oc2ccc(O)cc12,-2.1
CCc1cn(C2CC(O)C(CO)O2)c(=O)[nH]c1=O (stereo unspecified),-1.54
CC(=O)Nc1nonc1NC(=O)CSC1=NCCS1,-3.64
COc1c(Cl)cc(-c2nc3cc(N)ccc3o2)cc1Cl,-1.08
O=c1[nH]n2cc(-c3[nH]ncc3[N+](=O)[O-])cnc2c1[N+](=O)[O-],4.1*
CSc1ccc(C=C2C(=O)N(C)C(=S)N(C)C2=O)cc1,1.09
COc1ccc(Cc2nccc3cc(OC)c(OC)cc23)cc1OC,-4.04
Cc1cc(C)c(O)c(C(CC(C)C)c2cc(C)cc(C)c2O)c1,-4.02
O=c1c(O)c(-c2cccc(O)c2)oc2ccccc12,-2.45
O=C1C=CC(=C(c2ccc(O)cc2)c2ccccc2S(=O)(=O)O)C=C1,-2.85
O=S1(=O)CCN2C=C(Br)C=C(Br)C2=N1,-4.19
Brc1ccccc1C1OCC2(CO1)COC(c1ccccc1Br)OC2 (stereo unspecified),-1.51
C=CCNC1=C(Cl)C(=O)N(c2cccc(Cl)c2Cl)C1=O,-1.1
O=[N+]([O-])c1cc(Br)c2nsnc2c1N1CCCCC1,1.02
# Continued:
SMILES,HCT116 survival
O=C(OCC1OC(n2ccc(=O)[nH]c2=O)C(OC(=O)c2ccccc2)C1OC(=O)c1ccccc1)c1ccccc1 (stereo unspecified),1.11
CCOC(=O)C1=C(C)NC(C)=C(C(=O)OCC)C1C(=O)O,1.28
COC(=O)Nc1no[n+]([O-])c1NC(=O)OC,i
N=C1S/C(=C/c2cn(-c3ccccc3)nc2C23CC4CC(CC(C4)C2)C3)C(=O)N1c1nccs1,-2.82
CCOC(=O)c1c(NC(=O)CN2CCCCCC2)sc2c1CCC2,-1.47
COC(=O)C1CCCN1S(=O)(=O)c1ccccc1 (stereo unspecified),2.29
CC(C)(C)NC(=O)Nc1nncs1,-1.06
Clc1ccc(N=Cc2cccs2)c(Cl)c1,1.5
Cn1c(=O)c2c(ncn2CC(=O)N2CCN(Cc3ccccc3)CC2)n(C)c1=O,-2.66
O=C(CC1(O)C(=O)Nc2ccc(Br)cc21)c1cccs1 (stereo unspecified),-2.54
FC(F)Oc1cccc2cccnc12,-1.42
CCOC(=O)C1=C(N)n2c(s/c(=C/c3ccco3)c2=O)=C(C(=O)OCC)C1c1ccco1 (stereo unspecified),-2.14
CN(C)S(=O)(=O)NCc1ccc2c(c1)OCO2,-1.07
O=c1c2c3c(sc2nc2n1CCCCC2)CCCCC3,-2.01
CCn1c(SCc2nc3ccc([N+](=O)[O-])cc3[nH]2)nc2ccccc21,-1.4
CCOC(=O)c1c(NC(=O)c2cccs2)sc(C(=O)N2CCCCCC2)c1C,-1.23
CCOC(=O)C1CCCN(C(=O)C(C)(C)CC)C1 (stereo unspecified),-1.35
N#CCCN(NC(=O)CN1C(=O)c2ccccc2C1=O)C1=NS(=O)(=O)c2ccccc21,1.01
O=C(O)C1CSC(c2ccc(F)cc2F)N1 (stereo unspecified),1.11
Cc1[nH]n(-c2nc(C(C)(C)C)cs2)c(=O)c1N=Nc1c(Cl)cc([N+](=O)[O-])cc1Cl,i
N#Cc1c(N)nc2c(c1-c1ccc3c(c1)OCO3)CCCCCC2,-3.26
O=c1[nH]nc(CSCc2ccc3nsnc3c2)[nH]1,+
O=C1NC(=S)S/C1=C/c1ccc(-c2ccc3c(c2)C(=O)C2C=CC=CC2C3=O)o1 (stereo unspecified),-1.02
CCCCCNS(=O)(=O)c1c(C)cc(C)cc1C,-1.63
